ABCB6 inh 2: ABCB6 transporter inhibitors, primary screen, K562-ABCB6 cells, flow cytometry, MLPCN library | ATP-binding cassette sub-family B member 6 (Homo sapiens), Q9NP58 | K562-ABCB6 porphyrin accumulation, 1 h; hits give low values | fluorescence ratio to DMSO, % at 10 µM | 360,000 compounds, 0.19% hits | AID 602162, 2011;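 active means fluorescence ratio to DMSO below 75%, the collection mean minus 3 SD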;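 further: signal is porphyrin accumulated inside mitochondria; 100% equals median channel fluorescence of DMSO control wells; lower ratio means ABCB6 inhibition with less porphyrin fluorescence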
H9c2 protect: cardioprotection against H2O2-induced cell death, primary screen, uHTS, H9c2 cells, ATPLite luminescence. 360,000 compounds, 0.63% hits. AID 588492, 2011. protection from H2O2 cell death, % at 20 µM. H9c2 cardiomyocytes, H2O2 injury protection, 2 h;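 active means compounds giving at least 50% protection of heart cells from peroxide-induced death in the single-dose screen, raw or plate-pattern-corrected value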;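 further: 0% = DMSO wells with peroxide and 100% = DMSO wells without peroxide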
N-glyco inh: increase of ERlucT glycosylation luciferase signal, primary screen, N-linked glycosylation inhibitor project, D54 ERlucT cells, luminescence, set 2; D54 ERlucT glycosylation luciferase reporter, 24 h; percent of 100 nM tunicamycin response; reporter increase, % at 12.5 µM; 360,000 compounds, 0.23% hits; AID 588692, 2011;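 active means mean luciferase reporter signal, scaled so untreated is 0 and the glycosylation-blocking control 100, at or above a set limit in every replicate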;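 further: luciferase carries N-glycosylation sites so blocking glycosylation raises the light; 0% = median of neutral control wells and 100% = median of 100 nM tunicamycin wells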
MC4R barr agon: MC4R agonists recruiting beta-arrestin, primary screen, cell-based, luminescence, agonist arm of biased-ligand search | U2OS MC4R beta-arrestin complementation; percent of melanotan II response, DMSO zero | activation, % at 8.9 µM | 360,000 compounds, 0.98% hits;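 active means activation above a per-plate cutoff, the mean activation of sample wells on that plate plus 3 SD, cut at about 8% in these data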
Target sequence (P32245 whole entry, looked up): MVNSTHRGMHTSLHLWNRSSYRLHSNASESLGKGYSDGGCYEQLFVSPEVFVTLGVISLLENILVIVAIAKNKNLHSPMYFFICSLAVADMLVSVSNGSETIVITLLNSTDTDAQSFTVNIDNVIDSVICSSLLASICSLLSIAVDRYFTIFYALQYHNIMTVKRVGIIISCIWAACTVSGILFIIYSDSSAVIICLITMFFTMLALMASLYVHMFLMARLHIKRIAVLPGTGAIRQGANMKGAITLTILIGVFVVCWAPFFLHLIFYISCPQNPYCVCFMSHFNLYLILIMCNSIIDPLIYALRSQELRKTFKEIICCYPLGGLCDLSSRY
CaV13 FRET inh: Disruptors of the CACNA1D IQ motif to Ca2+-dependent inactivation inhibitor domain association, primary screening, Förster resonance energy transfer in intact living … | inhibition, % at 12.3 µM | 340,000 compounds, 0.098% hits | HEK cells, CFP/YFP FRET ICDI-IQ, plate reader, 10 min; percent FRET-ratio fall versus neutral wells;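 active means mean replicate inhibition of at least 30% and at least 1% of replicates passing that level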;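 further: 0% = median of the neutral control wells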
HTR2A ag: mouse Htr2a agonists via beta-arrestin recruitment, primary screen, cell-based, luminescence; 5-hydroxytryptamine receptor 2A (Mus musculus), P35363; CHO-K1 mHTR2A beta-arrestin complementation; percent of 30 µM serotonin response; activation, % at 7.6 µM; 360,000 compounds, 0.66% hits; AID 624169, 2012;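 active means activation above a run cutoff, the mean activation of all tested compounds plus 3 SD, cut at about 14% in these data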;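 further: 0% = plate median of compound wells and 100% = 30 µM serotonin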
Target sequence (P35363 whole entry, looked up): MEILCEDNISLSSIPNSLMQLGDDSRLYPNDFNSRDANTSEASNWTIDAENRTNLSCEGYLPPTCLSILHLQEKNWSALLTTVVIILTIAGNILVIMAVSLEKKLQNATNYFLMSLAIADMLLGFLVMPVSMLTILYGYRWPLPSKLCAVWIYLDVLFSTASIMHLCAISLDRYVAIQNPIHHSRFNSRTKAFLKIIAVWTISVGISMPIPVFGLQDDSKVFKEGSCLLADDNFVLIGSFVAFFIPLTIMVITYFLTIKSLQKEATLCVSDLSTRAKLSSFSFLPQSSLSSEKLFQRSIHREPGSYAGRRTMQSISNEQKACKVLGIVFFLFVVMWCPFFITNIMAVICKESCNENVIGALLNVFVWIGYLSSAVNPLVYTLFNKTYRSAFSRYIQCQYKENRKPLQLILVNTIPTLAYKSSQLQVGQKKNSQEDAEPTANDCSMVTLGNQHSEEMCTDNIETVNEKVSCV
MC4R antagonist: MC4R antagonists of cAMP signaling, primary screen, cell-based, TR-FRET, antagonist arm of biased-ligand search; AID 540295, 2011; MC4R-expressing cells, MTII-stimulated cAMP, LANCE TR-FRET; Melanocortin receptor 4 (Homo sapiens), P32245; inhibition, % at 6.5 µM; 360,000 compounds, 0.48% hits;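 active means inhibition above its plate's cutoff, the mean of tested wells on that plate plus 3 SD, cut at about 29% in these data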;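 further: 0% = Melanotan II alone and 100% = Melanotan II plus saturating MCL0020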
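System: U2OS cells stably expressing human melanocortin 4 receptor (MC4R). Reagent: Melanotan II challenge after compound preincubation. Doses: 6.5 µM. Times: 30-min compound, 1-h challenge, 1-h detection, room temperature. Measured by: TR-FRET with Eu-cAMP and labeled anti-cAMP, 671 nm. Replicates: singlicate.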
Vif inh: HIV Vif self-association inhibitors, primary screen, imaging, HEK293T, single point | HEK293T cells, Vif self-association by quenched fluorescence, 24 h | inhibition, % at 7.49 µM | 340,000 compounds, 0.35% hits; in the data active means inhibition above about 50%, passing the limit was not always enough; further: some results filed as inactive read as strong as hits
PDI turbidity: inhibitors of human PDI, primary screen, biochemical, turbidity, single point, plate reader; AID 588391, 2011; PDI insulin aggregation turbidity, A650, 90 min; inhibition, % at 10 µM; Protein disulfide-isomerase (Homo sapiens), P07237; 350,000 compounds, 0.052% hits;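 active means mean inhibition across replicates of 30% or more, whatever share of single replicates reach that level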;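 further: absorbance from insulin aggregation driven by PDI reduction with DTT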
aDG glyco act: activators of alpha-DG glycosylation, primary screen, uHTS, Pro5-aDG cells, AlphaScreen; 360,000 compounds, 0.22% hits; activation, % at 10 µM; alpha-DG glycosylation AlphaScreen (IIH6); 0% Pro5, 100% B10-LARGE cell signal;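 active means activation of at least 8% versus controls, or a plate z-score of at least 8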;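 further: Pro5 are CHO cells carrying HIG-tagged alpha-DG that lacks glycosylation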
Starred values were filed as active, the others as inactive; i = inactive; x = not tested or not shown.

SMILES | ABCB6 inh 2 | H9c2 protect | N-glyco inh | MC4R barr agon | CaV13 FRET inh | HTR2A ag | MC4R antagonist | Vif inh | PDI turbidity | aDG glyco act
CC(C)c1ccc(/C=N/n2nnnc2Nc2ccccc2)cc1 | 98.0 | -14.4 | 1.9 | 10.7* | x | 5.7 | 12.7 | -3.9 | 4.8 | -0.1
Cc1cccc(NC(=O)Cc2noc3ccccc23)c1 | 97.0 | 1.4 | -0.1 | -2.4 | -7.4 | -2.6 | 6.4 | 13.7 | -5.7 | 0.0
CN(CC1CCCN(CCc2ccc(Cl)cc2)C1)C(=O)c1ccc2nc[nH]c2c1 (stereo not drawn) | 89.0 | -1.0 | 0.6 | -1.9 | -9.3 | -2.5 | 3.2 | -2.8 | 10.3 | -0.2
O=C(c1ccccc1Cl)N1CCn2c1nc1ccccc12 | 95.0 | 8.2 | 2.7 | -1.8 | -8.8 | 3.0 | -12.0 | -3.9 | -13.2 | 0.3
COC(=O)c1ccccc1NC(=O)N1CSC[C@H]1C(=O)OC | 111.0 | 11.6 | -0.6 | 0.3 | -5.8 | -1.4 | -0.1 | -5.2 | -8.3 | 0.0
CCCN1CCC(=O)N([C@H](CSc2ccc(OC)cc2)Cc2ccccc2)CC1 | 96.0 | -5.5 | -3.8 | 1.8 | -3.5 | -2.2 | -4.5 | -8.5 | 6.1 | 0.4
CCOCCOC(=O)c1ccc(NC(=O)c2cc3ccccc3o2)cc1 | 95.0 | -7.7 | 2.8 | 2.4 | -4.4 | -2.6 | 6.9 | -5.0 | -8.0 | 0.2
N#C/C(C(=O)N1CCOCC1)=C1/SC(Cc2ccccc2)C(=O)N1c1ccccc1 (stereo not drawn) | 100.0 | 4.2 | -1.7 | -0.4 | -4.6 | 4.5 | -3.0 | -1.8 | 10.0 | -0.1
CC1CCCN(CC(=O)Nc2ccc(S(=O)(=O)NC3CCCCC3)cc2)C1 (stereo not drawn) | 100.0 | -7.0 | -6.3 | 2.6 | -9.0 | -0.9 | -7.2 | -3.7 | -3.8 | 0.4
CCC(C)[C@H](NC(=O)N1CC(=O)Nc2ccccc21)C(=O)NC(C)CCc1ccccc1 (stereo partly drawn) | 95.0 | 4.2 | 4.7 | 0.8 | -2.5 | -5.7 | -1.5 | 2.4 | 7.1 | -0.2
CCOCCCNc1nc2c(C)cccn2c(=O)c1/C=C1\SC(=S)N(CC(C)C)C1=O | i | -13.0 | -1.3 | -0.6 | -4.3 | 0.8 | 4.5 | -5.4 | -8.0 | 0.2
C/C(=N\Nc1nccnc1Cl)c1ccc(Cl)c(Cl)c1 | 96.0 | 1.3 | 1.3 | 0.0 | -3.6 | -2.8 | -6.1 | 2.1 | 0.3 | 0.2
Cc1cccc(C)c1NC(=S)N(CCCN1CCOCC1)Cc1cccnc1 | 102.0 | 1.8 | 0.9 | -1.9 | -4.1 | -1.4 | 2.4 | 1.8 | 3.3 | 0.2
Cc1cc(N(C)N)nc(NC(=O)NS(=O)(=O)c2ccccc2Cl)n1 | 89.0 | 6.2 | -2.7 | -2.8 | -8.2 | 3.6 | 1.4 | x | -0.5 | 0.0
Cc1ccc(/C([O-])=C(/C(=S)NCCN2CCOCC2)[n+]2ccccc2)cc1[N+](=O)[O-] | 100.0 | -3.8 | 0.3 | 0.2 | -4.6 | 1.7 | -0.5 | -4.5 | -5.8 | -0.1
O=C(CN1C(=O)COc2ccccc21)NCCCN1CCN(c2ccccc2F)CC1 | 101.0 | -1.1 | -1.4 | 3.1 | -5.6 | -1.8 | -3.7 | -3.4 | 1.1 | 0.3
CCCCOc1ccc(OCCCN2CCOCC2)cc1 | 98.0 | -6.9 | -0.1 | 0.6 | -4.5 | -4.4 | 1.6 | -3.7 | -4.4 | 0.1
Cc1n[nH]c(C)c1S(=O)(=O)N1CCOCC1 | 105.0 | 6.0 | 0.2 | -0.1 | -1.9 | -2.6 | -5.2 | 28.9 | 5.5 | 0.1
COc1cccc(CN(C)CCCn2ccc(NC(=O)OCc3ccccc3)nc2=O)c1 | 98.0 | 2.4 | -2.6 | -1.6 | -5.8 | -1.8 | 6.7 | -5.3 | 5.7 | -0.1
O=S1(=O)c2ccc(Br)cc2N2CCC[C@H]2CN1Cc1ccccc1 | 98.0 | -6.2 | 6.3 | 0.1 | -5.6 | -5.9 | -8.6 | 4.6 | -9.1 | 0.2
CCOC(=O)Cn1c(=O)oc2cc(S(=O)(=O)N3CCN(c4ccccn4)CC3)ccc21 | 101.0 | -17.1 | -0.2 | -0.2 | -6.2 | 6.2 | 8.3 | -1.3 | -3.1 | 0.1
CC(=O)c1c(C)[nH]c(C(=O)NCc2cccs2)c1C | 92.0 | -8.7 | 0.6 | 2.8 | -1.6 | -1.5 | 0.2 | 7.2 | 10.6 | -0.4
C[C@@H]1CN([C@@H](C)CO)C(=O)c2cc(NS(C)(=O)=O)ccc2O[C@H]1CN(C)Cc1ccc(Oc2ccccc2)cc1 | 101.0 | 0.2 | -0.4 | -1.2 | -6.1 | -9.2 | 4.9 | -1.7 | 6.7 | -0.2
O=C(COC(=O)c1ccccc1Oc1ccccc1)NC1CCS(=O)(=O)C1 (stereo not drawn) | 97.0 | -0.4 | 0.7 | -1.4 | x | -4.0 | -6.2 | 4.0 | -6.2 | 0.0
CN1CCN(c2ccc(Cl)cc2NC(=O)c2ccc(S(=O)(=O)N(C)C)cc2)CC1 | 105.0 | 11.7 | 0.9 | -0.6 | -5.5 | -2.9 | -0.4 | 3.1 | -6.7 | -0.5

Quoted at random: 3 entries already listed, in no set order.
SMILES | ABCB6 inh 2 | H9c2 protect | N-glyco inh | MC4R barr agon | CaV13 FRET inh | HTR2A ag | MC4R antagonist | Vif inh | PDI turbidity | aDG glyco act
Cc1cc(N(C)N)nc(NC(=O)NS(=O)(=O)c2ccccc2Cl)n1 | 89.0 | 6.2 | -2.7 | -2.8 | -8.2 | 3.6 | 1.4 | x | -0.5 | 0.0
Cc1n[nH]c(C)c1S(=O)(=O)N1CCOCC1 | 105.0 | 6.0 | 0.2 | -0.1 | -1.9 | -2.6 | -5.2 | 28.9 | 5.5 | 0.1
CCCN1CCC(=O)N([C@H](CSc2ccc(OC)cc2)Cc2ccccc2)CC1 | 96.0 | -5.5 | -3.8 | 1.8 | -3.5 | -2.2 | -4.5 | -8.5 | 6.1 | 0.4

Additional entries.
SMILES | ABCB6 inh 2 | H9c2 protect | N-glyco inh | MC4R barr agon | CaV13 FRET inh | HTR2A ag | MC4R antagonist | Vif inh | PDI turbidity | aDG glyco act
COc1ccc(-c2ncccc2OC(=O)C23CC4CC(CC(C4)C2)C3)cc1OC | 100.0 | -7.1 | -0.3 | -0.6 | -4.9 | 2.5 | 3.9 | -10.7 | -7.6 | -0.1
CCOc1ccccc1C1NC(=O)NC(C)=C1C(=O)OCc1ccco1 (stereo not drawn) | 94.0 | -0.7 | -1.3 | -1.1 | -8.3 | 2.5 | 7.1 | 22.8 | 1.6 | -0.1
O=C(Nc1ccc(S(=O)(=O)N2CCCCC2)cc1)c1ccc(CN2CCOCC2)cc1 | 102.0 | -5.6 | -3.0 | 1.0 | x | -2.1 | 2.3 | -11.1 | -3.7 | 0.4
COc1ccc(-n2c(SCC(N)=O)nc3sc4c(c3c2=O)CCC4)cc1 | 100.0 | 10.5 | -0.9 | 1.4 | -0.9 | 2.4 | 12.0 | 12.6 | 7.8 | 0.1
COc1ccc(CC(NC(C)=O)C(=O)NC2CCN(S(=O)(=O)c3ccc(NC(C)=O)cc3)CC2)c(OC)c1 (stereo not drawn) | 87.0 | 3.7 | 3.4 | -0.5 | -2.3 | 6.3 | -3.0 | -8.3 | 0.1 | 0.0
COC(=O)CCC(=O)Nc1cc(OC)c(OC)cc1Cc1nccc2cc(OC)c(OC)cc12 | 93.0 | 3.5 | 2.2 | -0.7 | -5.0 | -1.7 | -2.5 | -10.2 | -25.5 | 0.0
Cc1ccccc1N1CC(C(=O)N2CCc3ccccc32)CC1=O (stereo not drawn) | 95.0 | 1.1 | 2.8 | 1.5 | -5.6 | 17.3* | 8.0 | -7.0 | 2.4 | 0.0
COc1ccc(CNC(=O)CN(C(=O)c2ccc(CN3CCOCC3)o2)C2CCCC2)cc1 | 102.0 | 12.4 | 1.1 | 1.7 | -14.2 | -0.3 | 23.1 | x | 2.6 | -0.2
COc1ccc(NC(=S)NCCN2CCOCC2)c(OC)c1 | 102.0 | -3.7 | 1.2 | -1.1 | -4.4 | -1.0 | 5.0 | 14.9 | -2.1 | 0.2
Cc1ccccc1NC(=O)CN1CCN(c2ccc(F)cc2)CC1 | 97.0 | 0.0 | 2.0 | -0.2 | -2.5 | 0.4 | -4.1 | x | -22.2 | -0.1
CC(C)Cn1c(C(C)C)nc([N+](=O)[O-])c1Sc1ccc(Cl)cn1 | 86.0 | 6.9 | -1.3 | -2.3 | -4.5 | -1.4 | 12.9 | -1.7 | -3.6 | 0.2
COc1ccccc1-n1c(SCC(=O)N(C)C2CCS(=O)(=O)C2)nc2ccccc2c1=O (stereo not drawn) | 91.0 | 7.9 | 0.0 | -2.0 | -5.4 | 0.3 | 10.9 | -6.0 | 7.0 | 0.1
CCOc1ccc(N2C(=O)C(C)CNC2=S)cc1 (stereo not drawn) | 96.0 | 7.2 | 4.2 | 0.5 | -5.9 | 5.3 | -3.2 | -0.6 | 0.4 | 0.2
Cc1cccnc1C1=NOC(Cc2ccccc2)C(=O)N1Cc1ccc2c(c1)OCO2 (stereo not drawn) | 97.0 | -0.7 | -1.8 | 0.1 | 5.1 | 10.5 | 2.9 | -4.4 | 2.4 | -0.1
CCOC(=O)c1ccc(NC(=O)COC)cc1 | 103.0 | -2.2 | 0.6 | 2.6 | -4.1 | 3.9 | -2.6 | -3.6 | 4.5 | -0.4
Cc1cc([N+](=O)[O-])ccc1NC(=O)CCC(=O)N1CCCC1 | 103.0 | -2.0 | 2.1 | -2.6 | -5.1 | -0.8 | 2.0 | -3.5 | 9.3 | -0.3
COC(=O)C(C)NC(=O)C12CC3CC(C1)CC(c1ccc(C)cc1)(C3)C2 (stereo not drawn) | 96.0 | 2.2 | -1.1 | -0.4 | -5.0 | -1.0 | 4.5 | -15.4 | 0.8 | 0.0
COC(=O)CCC(=O)N1CCc2cc(S(=O)(=O)N3CCc4ccccc43)ccc21 | 93.0 | -9.0 | 0.6 | -1.1 | -1.7 | 4.6 | 7.0 | -4.7 | -7.1 | -0.2

Assay outcomes (PubChem BioAssay)
